TDP1 block: blocks human tyrosyl-DNA phosphodiesterase 1 | Q9NUW8 | recombinant TDP1, AlphaScreen DNA substrate cleavage | Potency, µM (series often up to 130 µM), inactives show top-dose activity change, negative = inhibition, usual class: inhibitors | actives 0.28% (n = 350,000) | AID 485290; also: nearly all actives have a fitted effect of over 40% in size
Target sequence (Q9NUW8 whole entry, looked up): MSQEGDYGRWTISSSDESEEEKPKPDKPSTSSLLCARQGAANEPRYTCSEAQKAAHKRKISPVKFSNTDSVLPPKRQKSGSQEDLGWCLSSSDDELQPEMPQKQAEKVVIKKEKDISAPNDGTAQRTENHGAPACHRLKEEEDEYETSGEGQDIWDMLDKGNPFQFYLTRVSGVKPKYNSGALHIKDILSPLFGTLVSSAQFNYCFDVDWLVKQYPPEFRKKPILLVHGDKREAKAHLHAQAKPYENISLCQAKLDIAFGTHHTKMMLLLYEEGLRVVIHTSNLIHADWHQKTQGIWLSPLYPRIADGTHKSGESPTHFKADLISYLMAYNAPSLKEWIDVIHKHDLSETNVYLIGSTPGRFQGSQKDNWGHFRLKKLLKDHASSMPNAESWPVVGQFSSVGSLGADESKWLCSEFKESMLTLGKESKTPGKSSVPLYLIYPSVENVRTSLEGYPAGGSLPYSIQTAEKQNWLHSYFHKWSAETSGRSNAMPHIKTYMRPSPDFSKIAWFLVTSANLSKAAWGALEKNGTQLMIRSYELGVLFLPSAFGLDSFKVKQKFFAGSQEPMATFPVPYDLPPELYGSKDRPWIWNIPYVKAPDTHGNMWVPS
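Steps: enzyme plus compound, 15 min RT; add biotin/phosphotyrosine-FITC oligonucleotide (15 nM final), react 5 min; add donor/acceptor beads (10 ug/ml final), 10 min; read AlphaScreen. Tdp1 at 1 nM final.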
N370S GC mod: inhibitors or activators of N370S glucocerebrosidase for Gaucher disease. P04062. N370S GC spleen homogenate, 4MU-glucoside fluorescence. Potency, µM (top dose mostly 59.4 µM), for inactives: at the highest dose activity change, negative = inhibition, usual class: inhibitors. actives 0.092% (n = 330,000);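 also: 0% = full enzyme activity and -100% = no enzyme basal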
FEN1 inhibitor: human FEN1 inhibition; P39748; Recombinant FEN1 flap cleavage, fluorescence, 15 min; Potency, µM (series often up to 114 µM), without a hit: at the top dose activity change, negative = inhibition, hits mostly inhibitors; actives 0.35% (n = 390,000); AID 588795; also: nearly all actives have a fitted effect of over 65% in size
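In this screen, 50 nM flap DNA substrate was added to 10 nM FEN1 pretreated with compound for 15 min at room temperature; cleavage was followed with reads at 0 and 15 min, and Hill fitting gave concentration–response parameters.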
* = called active by the depositor; ? = inconclusive; . = no result given; & = joins results of further samples; [ ] = remark or other dose. Calls follow the shape of the dose curve; as a rule, active = well fitted curve in the direction sought with a large enough effect; inconclusive = small, poorly fitted or top-dose-only effect, or another doubt; inactive = no such curve, though single readings can be large; an effect the other way counts as inactive or inconclusive. Unless noted, % is scaled to controls: 0 for no effect and ±100 for the full control effect; potency is read from the fitted curve at half-maximal effect.

Start of the data: the first 5 records, ahead of the listing:
compound | TDP1 block | N370S GC mod | FEN1 inhibitor
CCOC(=O)c1c(C)sc2c1N(C(C)=O)c1cc(Cl)ccc1S2 | -3% | 1% | -17%
O=C(NCCO)C(=O)c1c(-c2ccccc2)cc2ccccn12 | 3% | -16% | 2%
O=C(NCc1ccccc1)C(=O)NCC1COc2ccccc2O1 (stereo not given) | 2% | -9% | -3%
CC(=O)c1ccc2c3c(cccc13)C(=O)N(c1c(C)nn(C)c1C)C2=O | -1% | -2% | 1%
O=C(NCCn1cc(SCc2ccc(Cl)cc2)c2ccccc21)c1cccs1 | -1% | . | 3%

This part in full, from the start:
compound | TDP1 block | N370S GC mod | FEN1 inhibitor
CCOC(=O)c1c(C)sc2c1N(C(C)=O)c1cc(Cl)ccc1S2 | -3% | 1% | -17%
O=C(NCCO)C(=O)c1c(-c2ccccc2)cc2ccccn12 | 3% | -16% | 2%
O=C(NCc1ccccc1)C(=O)NCC1COc2ccccc2O1 (stereo not given) | 2% | -9% | -3%
CC(=O)c1ccc2c3c(cccc13)C(=O)N(c1c(C)nn(C)c1C)C2=O | -1% | -2% | 1%
O=C(NCCn1cc(SCc2ccc(Cl)cc2)c2ccccc21)c1cccs1 | -1% | . | 3%
CC1=C(c2ccc(F)cc2)S(=O)(=O)NC1=NCc1ccccc1F | 4% | . | -17%
O=C(CCC1CC(=O)Nc2ccccc21)NCc1cccnc1 (stereo not given) | 1% | 1% | -14%
COc1cc(/C=C2\C(=N)N3N=C(S(C)(=O)=O)SC3=NC2=O)cc(OC)c1OCCOc1cccc(C)c1 | . | 8% | -8%
O=C(O)c1c[nH]c2cc(C(F)(F)F)ccc2c1=O | 1% | . | -3%
COC(=O)C(Cc1cnc(Cl)s1)(C(=O)OC)c1ccccc1[N+](=O)[O-] | 3% | 20% | -3%
Cn1cccc1CC(=O)N/N=C/c1ccco1 | -6% | 3% | 2%
CC(C)CNC(=S)NC1CC2CCC(C1)N2Cc1ccccc1 (stereo not given) | 3% | ? | -3%
CCn1c(SCC(=O)Nc2ccc(Br)cc2)nc2sc3c(c2c1=O)CCN(C)C3 | 5% | 12% | -18%
CCOC(=O)C1CCCN(CC(=O)Nc2cccc(C(C)=O)c2)C1 (stereo not given) | -10% | 21% | -9%
O=C(Nc1nc(-c2cccc([N+](=O)[O-])c2)cs1)C(c1ccccc1)c1ccccc1 | 6% | 3% | 0%
CN(C)CCCN(C(=O)COc1ccccc1)c1nc2cc3c(cc2s1)OCCO3 | 4% | ? | 12%
O=C(C1=C(O)C(=O)N(CCN2CCOCC2)C1c1ccc(Cl)cc1)c1cc2ccccc2o1 (stereo not given) | 6% | -8% | 11%
Fc1ccc(Oc2cnc3ccccc3n2)cc1 | 4% | 20% | 4%
O=C(COC(=O)CSc1ccccc1)NCCNC(=O)COC(=O)CSc1ccccc1 | -10%[0.505 µM] | -13% | -3%
COc1ccc(CN(C)CC(=O)NCC(=O)Nc2c(C)cccc2C)cc1 | 0%[56.1 µM] | . | -2%
C=C(C)c1cccc(C(C)(C)NC(=O)N(Cc2ccccc2)Cc2ccco2)c1 | 2% | 8% | 6%
COc1cc2ncnc(NCc3ccco3)c2cc1OC | -5% | -6% | -20%
CC(C)CC1(C(=O)NCc2cc(F)cc(C(F)(F)F)c2)C=CCN1C(=O)c1ccccc1 (stereo not given) | -3% | -3% | -1%
O=C(Nc1cccc([N+](=O)[O-])c1)C1CC(=O)N(C2CCCCC2)C1 (stereo not given) | 1% | -5% | 3%
Cc1cc(C(=O)Nn2c(-c3ccc(Br)cc3)nc3ccccc3c2=O)ccc1[N+](=O)[O-] | 6% | -1% | -3%
Fc1ccc2[nH]c3c(NCc4ccco4)ncnc3c2c1 | 6% | . | ?
CCOc1cc2[nH]c(=S)n(CCCOC)c(=O)c2cc1OCC | 3% | 3% | -12%
CC(OC(=O)c1nc(Cl)ccc1Cl)C(=O)c1ccccc1 (stereo not given) | . | -6% | 0%
CCCc1cc(=O)[nH]c(SCc2nc3ccccc3o2)n1 | 4% | -5% | -5%
CC(C)c1nnc(NC(=O)c2cccc(NC(=O)C(F)(F)F)c2)s1 | 3% | -5% | -10%
Oc1cccc(O)c1O | ? | -11% | .
CC1=NN(C(=O)c2ccc(Br)cc2)C(O)(c2ccccc2)C1 (stereo not given) | 3% | 18% | 8%
CCN(c1ccc(NC(=O)COC(=O)C(C)N=C2NS(=O)(=O)c3ccccc32)cc1)C(C)C (stereo not given) | 0% | 1% | 0%
CC1(C(=O)NC2CCCCCCC2)CCC(=O)N1Cc1ccco1 (stereo not given) | 3% | 20% | -1%
CN(C)CCN(Cc1ccco1)S(=O)(=O)c1cc2c(cc1Cl)NC(=O)CO2 | 3% | . | -4%
COc1cc(C)ccc1OCCOCCOc1ccccc1Br | -2% | 4% | 0%
O=C(/C=C/c1cccc(F)c1)NC1CCN(Cc2ccccc2)CC1 | 3%[0.0935 µM] | -9% | -10%
CC(C)C(NC(=O)C(NC(=O)C1OC2OC(C)(C)OC2C2OC(C)(C)OC12)C(C)C)C(=O)O (stereo not given) | -1% | -15% | 6%
O=C(Nc1ccc(Cl)cc1)Nc1csc([N+](=O)[O-])c1 | . | 1% | 4%
CCc1nnc(NC(=O)CN2C(=O)NC3(CC(C)CC(C)(C)C3)C2=O)s1 (stereo not given) | 3% | -11% | -16%

As entered above.
In N370S GC mod, Oc1cccc(O)c1O is entered as -11%
In FEN1 inhibitor, O=C(Nc1ccc(Cl)cc1)Nc1csc([N+](=O)[O-])c1 is entered as 4%

The list continues:
compound | TDP1 block | N370S GC mod | FEN1 inhibitor
Nc1cc(=O)[nH]c(SCCOc2ccccc2)n1 | -1% | 15% | -6%
Cc1cccc(NC(=O)C2CCCN(S(=O)(=O)c3ccc4[nH]c(=O)ccc4c3)C2)n1 (stereo not given) | 4% | 0% | -7%
COc1ccc(S(=O)(=O)N2CCC(C(=O)N3CCOCC3)CC2)cc1OC | 1% | 0% | 3%
O=C(CSC1=NC(=O)C(Cc2ccccc2)C(=O)N1)Nc1ncccn1 (stereo not given) | 2% | -2% | .
CCN(CC)S(=O)(=O)c1ccc(OCC2CCCCO2)c([N+](=O)[O-])c1 (stereo not given) | 6%[0.0935 µM] | -21% | 0%
COc1ccc(CNC(=O)C/C(C)=N/NC(=O)COc2ccc(C)cc2Br)cc1 | 1% | -7% | 14%
COc1ccc(-n2nc(C(=O)NCC(=O)N3CCCCC3)c3ccccc3c2=O)c(OC)c1 | 8% | -22% | -11%
Cc1cc(C(F)(F)F)n2[nH]c(=O)c(N=Nc3ccccc3)c2n1 | 10% | -15% | 0%
COc1ccc(N=Nc2nc(-c3ccccc3)c(-c3ccccc3)[nH]2)cc1 | 12% | -2% | 1%
COc1ccc(CCNC(=O)c2cnn3c(C(F)F)cc(C)nc23)cc1OC | -1% | 7% | -22%
CC(=O)N1c2ccc(S(=O)(=O)NCC3CCC(C(=O)NC4CCC(C)CC4)CC3)cc2CC1C (stereo not given) | 0% | 3% | 4%
COc1cccc(NC(=O)CSc2nnc(-c3cccc(OC(C)C)c3)n2N)c1 | 7% | -4% | -11%
CCOc1ccc(NC(=O)Cn2nnc3c(cnn3-c3ccc(F)cc3)c2=O)cc1 | 3% | 3% | 2%
Cc1cc(NC(=O)CSc2ncnc3c2cnn3-c2ccccc2)no1 | 3% | 8% | -1%
CSCc1c(C(=O)OCC(=O)c2ccc[nH]2)oc2ccccc12 | -2% | -11% | -1%
Cc1ccc(NC(=S)NCc2ccc(S(N)(=O)=O)cc2)cc1Cl | 0% | -3% | -3%
CCCCCN=c1ccn(Cc2ccccc2)c2ccccc12 | 6% | -10% | .
CCOC(=O)C1=C(C)NC(C)=C(C(=O)OCC)C1c1cn(-c2ccccc2)nc1-c1ccco1 | 7% | 1% | 6%
CCN(CC)C(=O)CSc1nc(O)c(Cc2ccccc2)c(=O)n1-c1ccccc1C | 3% | 2% | -3%
N#CCn1c(Cc2ccccc2)nc2ccccc2c1=O | . | -3% | 7%

An excerpt taken from the entries so far:
compound | TDP1 block | N370S GC mod | FEN1 inhibitor
Nc1cc(=O)[nH]c(SCCOc2ccccc2)n1 | -1% | 15% | -6%
Cc1cccc(NC(=O)C2CCCN(S(=O)(=O)c3ccc4[nH]c(=O)ccc4c3)C2)n1 (stereo not given) | 4% | 0% | -7%

(further entries)
compound | TDP1 block | N370S GC mod | FEN1 inhibitor
COC(=O)c1cccc(N(CC(=O)NC2CCCC2)C(=O)CNC(=O)c2cccs2)c1 | . | -16% | 11%
COc1ccc(NC(=O)c2cccc(-n3cnnn3)c2)cc1 | 3% | -2% | -17%
CC(C)OC(=O)Nc1ccc2c(c1)N(C(=O)CCN(C)C)c1ccccc1CC2 | 2% | -3% | 28%
CCn1c(SCC(=O)N2CCCC2)nc2c(c1=O)SC(C)C2 (stereo not given) | -1% | 1% | 20%
O=C(Nc1ccc(Cl)cc1F)C1CCCN(C2=NS(=O)(=O)c3ccccc32)C1 (stereo not given) | -2% | -3% | -2%
O=C(Cn1c(CO)nc2ccccc21)Nc1ccc2c(c1)OCCCO2 | 1% | . | -14%
FC(F)Oc1ccc(NC(=S)NC23CC4CC(CC(C4)C2)C3)cc1 | 1% | ? | -13%
Cc1ccc(N2CC(C(=O)NCCS(=O)(=O)N3CCN(c4ccccc4)CC3)CC2=O)cc1 (stereo not given) | 0%&3% | -13% | -3%&0%
CC(=O)c1ccccc1OCC(O)CN1CCN(CCN2C(=O)c3cccc4cccc(c34)C2=O)CC1 (stereo not given) | 11% | -12% | ?
OC1(Cc2ccn[nH]2)CCCCC1 | 1% | 2% | -2%
CCOc1ccccc1CN1CCN(C/C=C/c2ccc(OC)cc2)CC1CCO (stereo not given) | . | -10% | 5%
CCOC(=O)c1cn(CC(=O)Nc2cccc(Cl)c2)nn1 | 6% | 1% | -1%
CCOc1ccccc1NC(=O)CSc1nc2cc(O)ccc2c(=O)n1-c1ccc(OC)c(OC)c1 | . | 3% | -17%
CCCn1c(C)nc2c(N(CCN(CC)CC)CCN(CC)CC)nc(C)nc21 | 2% | 8% | .

From PubChem BioAssay
